Screening data: PubChem BioAssay, several laboratories
HRas wt GTP – changes GTP binding to wildtype human HRas; P01112; GST-Ras wt beads, Bodipy-FL-GTP binding, flow cytometry; actives lie on both sides; GTP binding activity, % at 10 µM; 190,000 tested, 0.14% active; AID 759;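 active = GTP binding activity at least 20% away from the 100% baseline, either lowered as inhibitor or raised as activator; inconclusive = flagged as likely green fluorescent, judged across all proteins in the well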;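 note: 0% = unlabeled GTP competition control and 100% = no-compound control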
ABCG2 inh – blocks JC-1 efflux by human ABCG2 transporter; IgMXP3 cells, flow cytometry; inhibition, % at 6.6 µM; 190,000 tested, 0.1% active; AID 1325;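 active = inhibition above 80%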;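 note: 0% = DMSO and 100% = nicardipine control wells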
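Measure – % inhibition of efflux relative to nicardipine and DMSO · Test system – ABCG2 IgMXP3 and barcoded ABCB1 CCRF-Adr cell mix · Control set – nicardipine as high control, DMSO as low control · Compound – one concentration, 6.6 µM final · Signal – flow cytometry of retained JC-1 fluorescence · Timing – 10 min exposure at 25 °C with rotation, no wash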
Pf gametocyte – P. falciparum stage V gametocyte viability inhibition | AID 743093 | P. falciparum stage V gametocytes, ATP luminescence, 24 h | inhibition, % at 10.9 µM | 150,000 tested, 0.065% active;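 active = inhibition above the mean plus 3 SD of compounds within the control limits, set per campaign, cut at about 38% in these data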;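 note: 0% = DMSO wells and 100% = medium only without gametocytes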
ABCB1 block – inhibitors of human ABCB1 transporter, ABCG2 counter-screen; P08183; CCRF-Adr cells, JC-1 efflux, flow cytometry; inhibition, % at 6.6 µM; 190,000 tested, 0.067% active; AID 1326; in the data active = inhibition above about 40%;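 note: 0% = vehicle and 100% = reference inhibitor; higher value means more JC-1 retained so stronger ABCB1 efflux block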
Target sequence (P08183 whole entry, looked up): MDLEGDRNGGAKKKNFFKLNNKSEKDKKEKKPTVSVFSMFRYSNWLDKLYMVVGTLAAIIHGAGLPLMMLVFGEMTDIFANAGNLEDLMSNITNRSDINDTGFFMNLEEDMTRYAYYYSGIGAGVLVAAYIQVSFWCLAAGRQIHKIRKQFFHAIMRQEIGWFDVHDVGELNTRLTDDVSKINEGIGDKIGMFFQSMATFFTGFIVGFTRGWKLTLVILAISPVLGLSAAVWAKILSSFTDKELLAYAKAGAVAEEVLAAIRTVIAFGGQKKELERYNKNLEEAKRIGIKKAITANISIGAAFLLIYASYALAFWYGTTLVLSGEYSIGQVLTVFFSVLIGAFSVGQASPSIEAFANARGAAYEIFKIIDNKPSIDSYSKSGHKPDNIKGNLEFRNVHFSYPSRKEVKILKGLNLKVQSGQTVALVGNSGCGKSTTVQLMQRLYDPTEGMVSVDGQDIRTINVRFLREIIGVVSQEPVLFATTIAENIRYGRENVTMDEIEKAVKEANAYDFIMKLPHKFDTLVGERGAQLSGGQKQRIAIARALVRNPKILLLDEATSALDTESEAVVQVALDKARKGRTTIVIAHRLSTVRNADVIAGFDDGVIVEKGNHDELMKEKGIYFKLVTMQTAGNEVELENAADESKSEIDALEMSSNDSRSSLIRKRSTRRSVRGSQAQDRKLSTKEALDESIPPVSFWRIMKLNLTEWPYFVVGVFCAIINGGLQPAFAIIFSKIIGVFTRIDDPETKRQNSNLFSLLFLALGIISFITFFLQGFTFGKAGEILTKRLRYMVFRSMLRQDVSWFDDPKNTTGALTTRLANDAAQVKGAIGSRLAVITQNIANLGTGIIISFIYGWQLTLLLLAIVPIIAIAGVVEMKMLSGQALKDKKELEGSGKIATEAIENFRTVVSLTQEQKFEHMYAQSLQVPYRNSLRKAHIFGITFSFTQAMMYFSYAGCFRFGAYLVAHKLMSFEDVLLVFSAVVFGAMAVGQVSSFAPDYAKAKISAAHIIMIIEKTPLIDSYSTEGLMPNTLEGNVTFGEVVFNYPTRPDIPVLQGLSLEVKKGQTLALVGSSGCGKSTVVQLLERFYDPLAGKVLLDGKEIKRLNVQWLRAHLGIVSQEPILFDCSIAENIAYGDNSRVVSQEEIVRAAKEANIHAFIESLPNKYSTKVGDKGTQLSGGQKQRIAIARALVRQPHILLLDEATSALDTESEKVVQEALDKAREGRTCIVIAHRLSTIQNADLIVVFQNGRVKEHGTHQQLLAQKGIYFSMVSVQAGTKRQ
Rab2 wt GTP – changes GTP binding to wildtype dog Rab2A, up or down; GST-Rab2 wt beads, Bodipy-GTP binding, flow cytometry; GTP binding activity, % at 10 µM; P61105; AID 760; 190,000 tested, 0.19% active;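 active = GTP binding activity at least 20 points away from 100%, either lowered or raised; inconclusive = signal likely due to the compound's own green fluorescence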;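 note: 0% = beads with excess unlabeled GTP and 100% = no-compound control corrected for plate trend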
Mcl1-Noxa inh – disrupts binding of human Mcl-1 to Noxa peptide | Q07820 | TR-FRET Mcl-1/Noxa peptide binding, 2 h | inhibition, % at 21.7 µM | 220,000 tested, 1.5% active | AID 1022;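 active = compounds that cut the protein-peptide binding signal by more than 50% relative to plate controls in a single-dose test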;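 note: His-tagged Mcl-1 with rhodamine Noxa BH3 peptide and terbium anti-His antibody; 0% = Mcl-1 plus Noxa peptide wells and 100% = peptide-only wells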
Cdc42 wt – modulators (inhibitors or activators) of GTP binding to human Cdc42 wildtype. P60953. GST-Cdc42 beads, Bodipy-GTP binding, flow cytometry; actives lie on both sides. percent activity (GTP binding), % at 10 µM. 190,000 tested, 0.2% active. AID 761;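 active = percent activity GTP binding at least 20 points away from the 100% baseline, either down as inhibitor or up as activator; inconclusive = compound flagged as likely green fluorescent from well-wide comparison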;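 note: median bead fluorescence of bound Bodipy-FL-GTP at 100 nM; 0% = excess unlabeled GTP control and 100% = no compound control; below 100% means less GTP binding so inhibitor and above means activator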
Rab7 wt GTP bind – dog Rab7 wildtype GTP binding, inhibitors and activators; GST-Rab7 beads, fluorescent GTP binding, flow cytometry; actives lie on both sides; untreated = 100%, excess cold GTP = 0%; GTP binding activity (percent of control), % at 10 µM; 190,000 tested, 0.055% active; AID 758;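 active = fluorescent GTP binding to Rab7 beads changed by at least 20 points from the 100% baseline, either direction, mostly lower; inconclusive = compound itself probably fluorescent, or too few beads counted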;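 note: median green fluorescence of bound Bodipy-FL-GTP per Rab7 bead population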
Rac1 act GTP bind – modulators of GTP binding to human Rac1 activated mutant. GST-Rac1 activated beads, fluorescent GTP binding, flow cytometry; actives lie on both sides; 100% means binding = to untreated wells. percent activity (GTP binding), % at 10 µM. 190,000 tested, 0.11% active. AID 764;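 active = GTP binding at least 20 percentage points away from the 100% baseline, in either direction, so actives lie on both sides; inconclusive = Compound likely fluorescent itself, or too few beads counted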
Avidin bead fluor – compound fluoresces at 488/530 nm on avidin beads | compound fluorescence 488/530 nm, flow cytometry; active compounds read high | fluorescence (KMESF) at 10 µM | 220,000 tested, 0.38% active | AID 1775; in the data active = fluorescence above about 47; note: inactives centre near 10
Rac1 wt modul – modulators of human Rac1 wildtype GTP binding | P63000 | GST-Rac1 beads, fluorescent GTP binding, flow cytometry; actives lie on both sides; 0 = cold GTP competed, 100 = untreated | GTP binding activity (% of control), % at 10 µM | 190,000 tested, 0.27% active | AID 757;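 active = GTP binding activity at least 20 points away from the 100% control level, either lower or higher; inconclusive = compound flagged as likely green fluorescent, judged across all proteins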
An asterisk follows results filed as active; ? = inconclusive; · = not tested or not shown.

SMILES	HRas wt GTP	ABCG2 inh	Pf gametocyte	ABCB1 block	Rab2 wt GTP	Mcl1-Noxa inh	Cdc42 wt	Rab7 wt GTP bind	Rac1 act GTP bind	Avidin bead fluor	Rac1 wt modul
Cc1ncc(CO)c2cc(S(=O)(=O)c3ccc(F)cc3)c(=O)oc12	101.0	1.7	·	0.7	100.0	4.9	102.0	98.0	101.0	23	104.0
CCOC(=O)C1CCN(C(=S)Nc2ccc(S(N)(=O)=O)cc2)CC1	99.0	-1.3	-17.6	-0.3	101.0	3.6	103.0	99.0	99.0	3	102.0
CC(C)C(=O)Nc1ccccc1N1CCN(C(=O)c2ccccc2)CC1	100.0	-2.4	2.9	3.4	101.0	4.3	102.0	101.0	99.0	9	103.0
CCOc1ccc(/C=C(\C#N)C(=O)Nc2cccnc2)cc1	96.0	36.9	3.2	0.7	98.0	11.7	102.0	94.0	98.0	10	100.0
CC1(CCc2ccc(O)cc2)NC(=O)NC1=O (stereo not given)	98.0	0.2	·	0.1	98.0	-7.3	96.0	98.0	96.0	11	98.0
CCS(=O)(=O)c1ccc2oc(SCC(=O)N3CCCCC3)nc2c1	100.0	3.0	11.7	0.7	100.0	6.8	97.0	98.0	98.0	12	98.0
COc1ccc(NC(=O)c2cccs2)cc1OC	99.0	5.3	2.3	0.3	99.0	7.9	100.0	99.0	99.0	18	101.0
Cc1ccc(C)c(OCC(=O)N/N=C/c2ccsc2)c1	102.0	1.6	·	0.1	100.0	-5.6	106.0	101.0	102.0	4	105.0
O=C(N/N=C/c1ccco1)/C(=C/c1cccc([N+](=O)[O-])c1)NC(=O)c1ccccc1	100.0	0.5	13.6	0.2	99.0	-8.3	101.0	96.0	99.0	14	102.0
Cc1ccc(C)c(OCCCNC2CCCC2)c1C	98.0	-0.2	-16.5	0.0	99.0	12.7	97.0	97.0	96.0	8	103.0
Cc1ccc(CN2CCNC(=O)C2CC(=O)N(C)C(C2CC2)C2CC2)o1 (stereo not given)	100.0	0.6	·	0.1	102.0	14.8	102.0	107.0	97.0	6	104.0
COc1cc(C(=O)NC2(C(F)(F)F)NC(=O)N(CCCc3ccccc3)C2=O)cc(OC)c1OC (stereo not given)	98.0	19.8	-11.3	0.9	100.0	-2.7	101.0	95.0	99.0	10	102.0
COC(=O)C1(CO)NC(c2cccs2)C2C(=O)N(c3ccccc3)C(=O)C21 (stereo not given)	104.0	4.6	·	0.6	106.0	-2.9	107.0	103.0	104.0	9	110.0
CN(C)/C=C(\C#N)C(=O)Nc1ccc(F)cc1	99.0	5.3	-28.2	1.0	101.0	5.7	102.0	103.0	97.0	8	101.0
CN(C)C=NC(=O)c1cc(C(=O)c2ccccc2Cl)c[nH]1	94.0	3.0	6.9	0.3	95.0	10.3	99.0	96.0	92.0	8	94.0
CCOC(=O)C1=C(C)N=C2SC(C)C(=O)N2C1c1ccc(OCC)c(OCC)c1 (stereo not given)	100.0	-3.8	·	-7.0	99.0	12.3	96.0	99.0	96.0	10	100.0
Cc1ccc(CN2CCN(Cc3ccc(C)s3)CC2CCO)cc1 (stereo not given)	99.0	-0.9	-8.4	1.5	100.0	3.7	98.0	106.0	94.0	3	101.0
O=C1CC2CS(=O)(=O)CC2N1c1ccc(Oc2ccccc2)cc1 (stereo not given)	94.0	3.7	·	1.8	93.0	·	95.0	93.0	92.0	10	91.0
NC(=O)Cn1cc(C(=O)COc2ccccc2)c2ccccc21	97.0	-0.1	·	-0.3	99.0	-5.0	101.0	98.0	96.0	9	97.0
CCOC(=O)C1=C(N)Oc2c(oc(CO)cc2=O)C1c1ccccc1 (stereo not given)	100.0	6.5	·	0.6	102.0	9.0	100.0	106.0	96.0	6	104.0
COc1ccc(C[C@H]2CN3C(=NC[C@H]3C)N2CCNC(=O)CCC2CCCCC2)cc1	98.0	0.8	6.6	0.5	99.0	-3.6	96.0	97.0	95.0	6	99.0
O=S(=O)(c1ccccc1)c1nc(-c2ccco2)oc1NCc1cccnc1	98.0	-0.2	·	0.6	98.0	13.9	99.0	102.0	95.0	22	100.0
O=c1ccc(Oc2nc(N3CCOCC3)nc(N3CCOCC3)n2)nn1-c1ccccc1	99.0	-0.1	21.0	0.3	97.0	-9.3	97.0	99.0	98.0	3	100.0
CCCCc1nn(-c2cc(Cl)ccc2OC)c2c1C(=O)CCC2	100.0	3.1	·	0.4	100.0	9.0	101.0	100.0	100.0	8	107.0
Cc1ccccc1-n1c(C)n[nH]c1=S	96.0	-1.2	-10.4	-0.3	99.0	8.3	95.0	96.0	97.0	7	96.0
Next structures follow.
SMILES	HRas wt GTP	ABCG2 inh	Pf gametocyte	ABCB1 block	Rab2 wt GTP	Mcl1-Noxa inh	Cdc42 wt	Rab7 wt GTP bind	Rac1 act GTP bind	Avidin bead fluor	Rac1 wt modul
COC(=O)c1ccc(NCCc2csc(-c3ccc(C)cc3)n2)c([N+](=O)[O-])c1	94.0	3.5	-17.8	0.4	93.0	-3.2	95.0	94.0	95.0	16	92.0
Cc1ccc(NC(=O)CN2CCC(NC(=O)Cc3ccccc3)CC2)c(C)c1	99.0	3.7	6.1	·	99.0	6.5	100.0	101.0	100.0	17	102.0
Cc1ccc(-n2c(SCC(N)=O)nnc2-c2cccnc2)c(C)c1	101.0	1.8	·	0.4	104.0	10.8	102.0	105.0	100.0	8	107.0
COc1cccc(-n2c(Cc3cc(=O)[nH]c(=O)[nH]3)nnc2SCC(=O)N2CCCCC2)c1	97.0	1.4	·	0.5	98.0	9.9	97.0	95.0	95.0	7	96.0
COC(=O)C1CCN(CC(=O)NC(=O)NC2CCCCC2)CC1	97.0	0.3	27.8	0.2	99.0	4.4	93.0	101.0	96.0	25	97.0
CCOc1ccc(-c2nnc(-c3ccncc3)o2)cc1	99.0	17.1	·	0.0	99.0	·	101.0	96.0	98.0	8	99.0
O=C(O)C1C2C=CC(C2)C1C(=O)NCCc1cccc(Cl)c1 (stereo not given)	98.0	13.3	·	1.9	95.0	13.3	100.0	96.0	96.0	48*	104.0
CCCSc1nnc(-c2ccccc2N)c(=O)[nH]1	102.0	1.1	·	0.3	100.0	3.9	102.0	99.0	98.0	14	107.0
CC(C)(C)OC(=O)N1CCC(c2c(C(=O)O)cnn2-c2ccc(Cl)cc2)CC1	100.0	·	·	·	101.0	-5.4	100.0	104.0	99.0	4	102.0
Cc1ccc(C)c(N(CC(=O)NCc2ccco2)C(=O)CCC(=O)Nc2ccccn2)c1	103.0	5.5	13.3	0.8	100.0	5.7	100.0	98.0	98.0	36	103.0
COc1ccc2[nH]c(=O)c(CN(Cc3nnnn3Cc3ccc(F)cc3)CC3CCCO3)cc2c1 (stereo not given)	96.0	0.7	·	0.5	95.0	-16.1	97.0	94.0	95.0	105*	96.0
C=C(C)c1cccc(C(C)(C)NC(=O)N2CCN(C/C=C/c3ccccc3)CC2)c1	104.0	-5.4	·	-4.8	103.0	14.3	103.0	102.0	100.0	12	102.0
COc1ccc(-c2c(C)[nH]n3c(=O)c(Cc4ccccc4)c(C)nc23)cc1	81.0	4.7	-8.0	-0.1	77.0*	-18.2	95.0	93.0	93.0	14	87.0
Cc1cc(C)n(C(=O)COc2ccc(Cl)cc2Cl)n1	100.0	2.3	·	0.5	100.0	7.6	103.0	104.0	96.0	21	103.0
CCOc1ccc(C(=O)C2CCN(C(=O)c3ccccc3C(=O)O)CC2)cc1	103.0	0.6	·	-0.2	102.0	5.8	104.0	95.0	98.0	13	101.0
COC(=O)c1ccc(NC(=S)NCCc2cccc(C)c2)cc1	99.0	-8.8	-12.5	-3.3	100.0	6.2	100.0	99.0	101.0	8	103.0
Cc1ccccc1NC(=O)c1ccc(C)c(S(=O)(=O)Nc2ccccn2)c1	103.0	-8.0	·	0.3	103.0	-13.5	104.0	105.0	99.0	28	108.0
Cc1ccc(NC(=O)C2CC(=O)NC(Nc3cccc(C)c3)=N2)cc1 (stereo not given)	99.0	13.9	12.6	0.4	98.0	-7.8	101.0	102.0	99.0	6	101.0
CCN1CCN(S(=O)(=O)c2ccc(S(=O)(=O)NCC3CCCO3)cc2)CC1 (stereo not given)	102.0	3.3	18.3	1.5	104.0	1.9	104.0	103.0	99.0	9	101.0
O=C(CCCc1ccccc1)NC1CC1	99.0	-0.4	9.6	0.0	100.0	-2.5	99.0	94.0	99.0	4	102.0
Cc1cccc(Nc2nnc(SCC(=O)c3ccc(Br)s3)s2)c1C	96.0	4.9	-9.6	-4.3	97.0	-3.5	98.0	95.0	99.0	15	99.0
Cc1c(C(=O)NCCSCc2ccccc2Cl)cccc1[N+](=O)[O-]	102.0	0.4	22.1	-1.5	100.0	-2.6	100.0	100.0	98.0	5	102.0
O=C(NCCc1nc2ccccc2[nH]1)c1ccco1	99.0	-1.8	·	-0.9	101.0	3.0	99.0	99.0	95.0	9	97.0
Cc1oc(C(C)(C)C)cc1C(=O)Nc1cccc(/C=C/C(=O)O)c1	101.0	3.6	-10.3	0.2	103.0	-15.9	101.0	103.0	100.0	12	99.0
COc1ccc(OC)c(S(=O)(=O)N2CCC(C(=O)NCCc3ccc(OC)c(OC)c3)CC2)c1	101.0	4.2	12.7	0.3	100.0	-11.5	102.0	101.0	101.0	·	107.0
(list continues)
SMILES	HRas wt GTP	ABCG2 inh	Pf gametocyte	ABCB1 block	Rab2 wt GTP	Mcl1-Noxa inh	Cdc42 wt	Rab7 wt GTP bind	Rac1 act GTP bind	Avidin bead fluor	Rac1 wt modul
CCC(=O)NCC(c1cccs1)N1CCOCC1 (stereo not given)	99.0	1.2	8.0	0.3	97.0	18.9	99.0	100.0	97.0	4	99.0
CCOc1ccc(C2C(C(=O)c3ccc(C)o3)=C(O)C(=O)N2CCN2CCOCC2)cc1OC (stereo not given)	102.0	0.6	8.3	0.6	101.0	2.5	103.0	97.0	98.0	7	102.0
O=C1CC(/C=C/c2ccco2)=Nc2ccccc2N1	?	7.2	·	0.4	?	20.4	?	?	?	10	?
COCCCNC(=O)C1CC(=O)N(CCc2ccc(OC)c(OC)c2)C1 (stereo not given)	102.0	2.3	·	0.6	103.0	7.3	102.0	104.0	102.0	13	102.0
N#Cc1ccccc1CN1C(=O)NC(Cc2c[nH]c3ccccc23)C1=O (stereo not given)	96.0	1.1	·	0.2	98.0	5.0	96.0	102.0	95.0	8	101.0
COc1ccc(CCNC(=O)CSc2ccc(-c3ccccc3)nn2)cc1OC	98.0	1.8	-5.3	0.6	100.0	1.0	98.0	99.0	99.0	11	99.0
COCc1nnc(N)s1	98.0	1.4	·	0.4	99.0	-9.6	97.0	95.0	98.0	30	99.0

Hits appear at their usual frequency; about 2.3% have a hit in one of these screens.
